M1 antag: blocks human M1 muscarinic receptor; P11229; CHO-K1 hM1, Fluo-8 calcium fluorescence, ACh EC80 antagonist; inhibition, % at 3 µM; actives 1.3% (n = 360,000); AID 588852;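 active = percent inhibition above its own plate's cutoff, namely the mean of that plate's compound wells plus 3 SD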;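 note: peak over basal fluorescence ratio during 140 s after agonist addition; 0% = ACh EC80 plus DMSO and 100% = DMSO alone without agonist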
CHRM1 PAM: potentiates human M1 receptor response to acetylcholine | P11229 | CHO-K1 hM1, Fluo-8 calcium fluorescence, ACh EC20; 0% = ACh EC20, 100% = maximal ACh | actives 0.088% (n = 360,000) | AID 588819 | activation, % at 3 µM; in the data active = activation above about 19%, passing the limit was not always enough
M1 ag: activates human CHRM1 receptor | activation, % at 3 µM | CHO-K1 hM1, Fluo-8 calcium fluorescence, agonist mode; 0% DMSO, 100% acetylcholine EC100 | P11229 | actives 0.33% (n = 360,000);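 active = activation above the run's mean compound activation plus 3 SD, cut at about 16% in these data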;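 note: peak over basal fluorescence ratio within a 140 s kinetic read after compound addition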
TAAR1 antagonist: antagonists of human TAAR1. Q96RJ0. CHO RD-HGA16 TAAR1, Fluo-8 calcium fluorescence, antagonist. inhibition, % at 3 µM. actives 1.5% (n = 360,000). AID 624466;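 active = inhibition above a per-plate cutoff, the mean inhibition of test compounds on that plate plus 3 SD, cut at about 49% in these data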;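 note: 0% = DMSO plus EC80 beta-PEA response and 100% = DMSO alone without agonist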
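Assay system: RD-HGA16 CHO cells with stable hTAAR1 and Gα16 / Reagent: EC80 β-phenethylamine stimulus / Doses: 3 µM, single point / Timing: dye loading 75 min at 37 °C, then 30 min room temperature / Measured by: Fluo-8 intracellular calcium dye fluorescence, real-time kinetic reads / Controls: vehicle wells and EC80 agonist wells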
OXTR potentiator: potentiators of human oxytocin receptor. P30559. CHO-OTR cells, Fluo-8 calcium fluorescence, potentiator mode; 0% = oxytocin EC15, 100% = EC100. activation, % at 3 µM. actives 0.061% (n = 320,000);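 active = activation above that plate's cutoff, the mean activation of tested compounds plus 3 SD, cut at about 6.6% in these data, passing the limit was not always enough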;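 note: 100% uses oxytocin at 75 nM as the full agonist control; some results filed as inactive read as strong as hits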
Target sequence (P30559 whole entry, looked up): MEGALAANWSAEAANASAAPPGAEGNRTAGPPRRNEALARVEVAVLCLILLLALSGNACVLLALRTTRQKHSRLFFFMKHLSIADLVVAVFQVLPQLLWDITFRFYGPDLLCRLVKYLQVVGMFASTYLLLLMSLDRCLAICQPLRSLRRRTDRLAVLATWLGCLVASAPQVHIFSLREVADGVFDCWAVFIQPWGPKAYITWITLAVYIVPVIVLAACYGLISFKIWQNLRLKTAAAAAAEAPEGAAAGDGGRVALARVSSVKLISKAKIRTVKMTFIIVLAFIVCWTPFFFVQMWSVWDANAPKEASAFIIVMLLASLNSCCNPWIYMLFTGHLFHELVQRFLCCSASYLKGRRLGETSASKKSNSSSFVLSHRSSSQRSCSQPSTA
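System: human OTR in CHO cells / Also added: sub-maximal oxytocin, roughly EC15 / Control set: EC15 oxytocin low, 75 nM oxytocin high / Schedule: 6 min compound pre-incubation at room temperature, 100 s kinetic read / Compound: single-point 3.0 µM / Replication: singlicate / Technique: Fluo-8 calcium dye fluorescence / Read-out basis: % activation of max/min ratio relative to oxytocin controls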
V1aR counter: V1a receptor agonism, counter-screen for OXTR agonists; actives 0.25% (n = 320,000); P37288; activation, % at 3 µM; CHO-V1R cells, Fluo-8 calcium fluorescence, agonist mode; 0% DMSO, 100% 3 nM vasopressin;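 active = activation above the mean activation of all tested compounds plus 3 SD, per screening run, cut at about 20% in these data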;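 note: signal is peak over basal fluorescence ratio across a 100 second FLIPR read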
Target sequence (P37288 whole entry, looked up): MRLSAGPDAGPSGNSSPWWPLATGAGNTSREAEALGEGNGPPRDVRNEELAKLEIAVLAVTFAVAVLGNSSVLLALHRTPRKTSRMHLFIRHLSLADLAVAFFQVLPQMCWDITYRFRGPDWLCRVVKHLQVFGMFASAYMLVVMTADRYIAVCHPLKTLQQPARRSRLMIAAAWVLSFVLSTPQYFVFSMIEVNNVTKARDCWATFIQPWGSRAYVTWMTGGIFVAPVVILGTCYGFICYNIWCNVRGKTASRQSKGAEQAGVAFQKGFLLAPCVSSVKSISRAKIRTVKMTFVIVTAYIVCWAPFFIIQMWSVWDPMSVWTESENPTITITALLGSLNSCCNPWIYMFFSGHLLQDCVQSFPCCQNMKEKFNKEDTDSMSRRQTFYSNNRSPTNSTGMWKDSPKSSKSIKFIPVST
CHO parental Ca: signal in parental CHO cells, OX1R antagonist counter-screen. parental CHO-K1, ATP-induced calcium, Fluo-8 fluorescence. inhibition, % at 5.6 µM. actives 0.63% (n = 330,000). AID 463079;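 active = inhibition above that plate's mean sample inhibition plus 3 SD, cut at about 26% in these data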;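 note: 0% = ATP-challenged DMSO wells and 100% = DMSO wells without ATP; some compounds past the cut are filed as inactive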
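Assay system – parental CHO cells · Reagent – ATP stimulus · Detection – intracellular calcium via Fluo-8 no-wash fluorescent dye · Evaluation – percent inhibition of ATP-evoked calcium rise, normalized to controls · Controls – ATP wells versus no-ATP DMSO wells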
OXTR agonist: human OXTR agonism; P30559; CHO-OTR cells, Fluo-8 calcium fluorescence; normalized: DMSO 0%, oxytocin 100%; activation, % at 3 µM; actives 0.32% (n = 320,000);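 active = activation above the mean of all tested compounds plus 3 SD, cutoff set per screening run, cut at about 20% in these data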;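 note: peak over basal fluorescence ratio from a 100 s FLIPR kinetic read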
TAAR1 ag: agonists of human TAAR1. CHO RD-HGA16 TAAR1, Fluo-8 calcium fluorescence; vehicle wells 0%, saturating PEA agonist 100%. Q96RJ0. actives 0.99% (n = 360,000). AID 624467. activation, % at 3 µM;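 active = activation above the mean activation of all test compounds in the run plus 3 SD, cut at about 38% in these data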
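Signal – calcium-sensitive Fluo-8 signal, excitation 470-495, emission 515-575 nm · System – RD-HGA16 (CHO) cells co-expressing Gα16 and hTAAR1 · Incubation – 17-24 h seeding, 75 min 37 °C dye, 30 min RT · Compound dosing – 3 µM single concentration · Repeats – no replicates (n 1)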
* marks the source's active call; other numbers are inactive results; nt = no result given; & = joins results of further samples.

cpd	molecule	M1 antag	CHRM1 PAM	M1 ag	TAAR1 antagonist	OXTR potentiator	V1aR counter	CHO parental Ca	OXTR agonist	TAAR1 ag
1	CCOc1ccc(NC(=S)N2CCC(C(O)(c3ccccc3)c3ccccc3)CC2)cc1	-4	4	-13	-4	0	-0.7	-16	2.7	9
2	COc1ccc(Sc2ccc(NC(=O)c3ccccc3Cl)cc2C#N)cc1	-22	-4	0	20	-16	2.6	21	2.1	7
3	Nc1cc(=O)[nH]c(N)n1	-21	4	-1	-1	0	0.7	1	-0.4	0
4	CC(=O)N(CC(O)CO)c1c(I)c(C(=O)NCC(O)CO)c(I)c(C(=O)NCC(O)CO)c1I (configuration not stated)	-19	5	-3	-23	-5	0.1	-10	0.3	0
5	CCC12CCCN3CCc4c(n(c5ccccc45)C(O)(C(=O)OC)C1)C32 (configuration not stated)	-5	5	-7	4	-5	0.6	-8	0.0	1
6	CN1CCN(c2c(F)cc3c(=O)c(C(=O)O)cn4c3c2SCC4)CC1	-31	4	-3	9	-8&6	0.5&-0.3	-6&-8	1.3&-0.1	1
7	CN(C)CCOC(=O)C(c1ccccc1)C1(O)CCCC1 (configuration not stated)	99*	-26	-6	-13	-3	0.5	-2	1.3	2
8	COc1cc(C(=O)NCCCCCC(=O)O)cc(OC)c1OC	-28	0	1	3	-6	0.8	-2	-1.1	0
9	CC1(C)Oc2ccc(C#N)cc2[C@@H](N2CCCC2=O)[C@@H]1O	-11	-2	0	-15	-4	-0.5	-9	1.4	10
10	CCN(CC)CCOC(=O)C(c1ccccc1)c1ccccc1	96*	-25	-5	1	-5	0.6	-22	1.7	1
11	O=C(O)CCCCCCCC(=O)O	-16	-2	-2	-6	-3	0.4	-3	-0.8	2
12	COc1c(O)cc2c(c1O)[C@@H]1O[C@H](CO)[C@@H](O)[C@H](O)[C@H]1OC2=O	-11	8	-4	-7	-12	1.8	-1	-0.2	4
13	CCC(Cc1c(I)cc(I)c(N)c1I)C(=O)O (configuration not stated)	-16	0	13	-12	-3	0.6	-4	0.1	-1
14	C[C@@H]1C[C@H]2[C@@H]3C[C@H](F)C4=CC(=O)C(Cl)=C[C@]4(C)[C@@]3(F)[C@@H](O)C[C@]2(C)[C@@]1(O)C(=O)CO	nt	nt	nt	nt	8	4.5	-10	1.1	nt
15	Cc1ccsc1/C=C/C1=NCCCN1C	19&-6&-14	-17&-9&-4	-7&-7&-7	-11&-7&-8	-3&-12	0.9&-0.2	6&-1	-0.3&0.1	5&3&0
16	CC[C@]12CCCN3CCc4c(n(c5ccccc45)[C@@](O)(C(=O)OC)C1)[C@@H]32	-5	6	-4	-6	-8	-0.1	-2	-1.0	2
17	COc1ccc(S(=O)(=O)Nc2nnc(CC(C)C)s2)cc1	-5	13	-5	-8	0	0.6	-6	0.3	10
18	CCN(CC)S(=O)(=O)c1ccc(C(=O)O)cc1	-2	7	-3	3	-2	0.7	-1	-0.1	2
19	CN(CCOc1ccc(NS(C)(=O)=O)cc1)CCc1ccc(NS(C)(=O)=O)cc1	nt	nt	nt	nt	-17	0.5	-2	-0.4	nt
20	Nc1ncnc(Nc2ccccc2)n1	-18	4	-2	-19	-3	-0.3	-6	-0.2	1
21	CCOC(=O)Nc1ccc(NCc2ccc(F)cc2)nc1N	-15	2	5	-11	-6	8.3	6	9.3	8
22	Oc1cc2c(cc1O)C1c3ccc(O)c(O)c3OCC1(O)C2 (configuration not stated)	-9	7	-4	5	-7	1.1	-2	0.7	1
23	CC(=O)OCC(=O)C1(O)CCC2C3CCC4=CC(=O)C=CC4(C)C3(F)C(O)CC21C (configuration not stated)	-8	4	-2	4	nt	nt	nt	nt	4
24	COc1cc(NC(=O)c2cc(C3CC3)on2)c(OC)cc1Cl	-1	2	-3	-21	-1	-0.6	-20	-2.7	-2
25	O=C1c2c(O)cccc2C(C2OC(CO)[C@@H](O)[C@H](O)[C@H]2O)c2cc(CO)cc(O)c21 (some centres not stated)	-9	3	-1	6	4	0.9	0	0.9	8

Some of these compounds in order of molecular weight, lowest first:
cpd	molecule	M1 antag	CHRM1 PAM	M1 ag	TAAR1 antagonist	OXTR potentiator	V1aR counter	CHO parental Ca	OXTR agonist	TAAR1 ag
18	CCN(CC)S(=O)(=O)c1ccc(C(=O)O)cc1	-2	7	-3	3	-2	0.7	-1	-0.1	2
9	CC1(C)Oc2ccc(C#N)cc2[C@@H](N2CCCC2=O)[C@@H]1O	-11	-2	0	-15	-4	-0.5	-9	1.4	10
25	O=C1c2c(O)cccc2C(C2OC(CO)[C@@H](O)[C@H](O)[C@H]2O)c2cc(CO)cc(O)c21 (some centres not stated)	-9	3	-1	6	4	0.9	0	0.9	8

(list continues)
cpd	molecule	M1 antag	CHRM1 PAM	M1 ag	TAAR1 antagonist	OXTR potentiator	V1aR counter	CHO parental Ca	OXTR agonist	TAAR1 ag
26	CCCc1cc(C(N)=S)ccn1	-19	-6	-4	-4	-4	0.6	-14	-0.2	1
27	CCOC(=O)Nc1ccc2c(c1)N(C(=O)CCN1CCOCC1)c1ccccc1S2	17&9	-16&-14	-9&0	-15&-13	0	1.9	-13	1.9	6&0
28	C[C@]12CC[C@H]3C(=CCc4cc(O)ccc43)[C@@H]1CCC2=O	-4	-9	6	83*	-5	3.7	-4	6.3	16
29	O=C1c2ccccc2C(=O)c2c(O)c(O)cc(O)c21	-43	20	6	1	-4	0.7	-2	-1.0	-2
30	O=c1c(O[C@@H]2O[C@H](CO)C(O)C2O)c(-c2ccc(O)c(O)c2)oc2cc(O)cc(O)c12 (some centres not stated)	4	4	-2	nt	-4	0.2	-2	0.0	nt
31	CN1CCN(CCCN2c3ccccc3Sc3ccc(S(=O)(=O)N(C)C)cc32)CC1	12	-22	-5	10	-12	1.3	1	13	13
32	COc1ccccc1OC(=O)Oc1ccccc1OC	-13	5	1	-3	nt	nt	nt	nt	-1
33	C/C=C(/C)C(=O)O[C@@H]1c2cc3c(c4c2[C@@]2(CO4)C(=O)C(OC)=C(OC)C=C2C[C@@H](C)[C@H]1C)OCO3	12	-3	-11	18	-1	-0.4	-2	-1.0	6
34	COc1cc2c(c(OC)c1OC)-c1c(cc(OC)c(OC)c1OC)C[C@H](C)[C@H](C)C2	-20	7	-10	4	-8	-2.0	-29	-3.0	18

A draw from above in order of length of the SMILES, low to high.
cpd	molecule	M1 antag	CHRM1 PAM	M1 ag	TAAR1 antagonist	OXTR potentiator	V1aR counter	CHO parental Ca	OXTR agonist	TAAR1 ag
11	O=C(O)CCCCCCCC(=O)O	-16	-2	-2	-6	-3	0.4	-3	-0.8	2
15	Cc1ccsc1/C=C/C1=NCCCN1C	19&-6&-14	-17&-9&-4	-7&-7&-7	-11&-7&-8	-3&-12	0.9&-0.2	6&-1	-0.3&0.1	5&3&0
18	CCN(CC)S(=O)(=O)c1ccc(C(=O)O)cc1	-2	7	-3	3	-2	0.7	-1	-0.1	2
24	COc1cc(NC(=O)c2cc(C3CC3)on2)c(OC)cc1Cl	-1	2	-3	-21	-1	-0.6	-20	-2.7	-2
9	CC1(C)Oc2ccc(C#N)cc2[C@@H](N2CCCC2=O)[C@@H]1O	-11	-2	0	-15	-4	-0.5	-9	1.4	10
27	CCOC(=O)Nc1ccc2c(c1)N(C(=O)CCN1CCOCC1)c1ccccc1S2	17&9	-16&-14	-9&0	-15&-13	0	1.9	-13	1.9	6&0
31	CN1CCN(CCCN2c3ccccc3Sc3ccc(S(=O)(=O)N(C)C)cc32)CC1	12	-22	-5	10	-12	1.3	1	13	13
23	CC(=O)OCC(=O)C1(O)CCC2C3CCC4=CC(=O)C=CC4(C)C3(F)C(O)CC21C (configuration not stated)	-8	4	-2	4	nt	nt	nt	nt	4
16	CC[C@]12CCCN3CCc4c(n(c5ccccc45)[C@@](O)(C(=O)OC)C1)[C@@H]32	-5	6	-4	-6	-8	-0.1	-2	-1.0	2
14	C[C@@H]1C[C@H]2[C@@H]3C[C@H](F)C4=CC(=O)C(Cl)=C[C@]4(C)[C@@]3(F)[C@@H](O)C[C@]2(C)[C@@]1(O)C(=O)CO	nt	nt	nt	nt	8	4.5	-10	1.1	nt

A few values from the list:
Reading of no. 30 under M1 ag: -2
Reading of no. 9 under CHRM1 PAM: -2

Not all compounds are listed. The share of hits here may be higher or lower than overall.
